# Compound activity (PubChem)
# WRN inhibitor: blocks human WRN helicase. Q14191. WRN helicase unwinding, fluorescent forked duplex, kinetic. Potency, µM (highest dose often 114 µM), inactives show top-dose activity change, negative = inhibition, most hits filed as inhibitors. actives 0.46% (n = 360,000). AID 651768; note: potency is the fitted concentration of half-maximal effect; % is set by controls: 0 for no effect and ±100 for the full control effect; nearly all actives have a fitted effect of over 55% in size
#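 Screening of the MLSMR collection measured strand separation of a quenched forked DNA duplex (100 nM) by 20 nM WRN with 2 mM ATP, all final. Compounds were preincubated with enzyme 15 min at room temperature.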
# EPAC1 antag: blocks human EPAC1 exchange factor. O95398. EPAC1 GEF assay, Rap1b-BODIPY-GDP exchange fluorescence. Potency, µM (series often up to 115 µM), for the others: at the top dose activity change, negative = inhibition, actives largely listed as inhibitors. actives 0.14% (n = 360,000);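 note: potency is the fitted concentration of half-maximal effect; plate controls were vehicle for no effect and positive control for full effect; nearly all actives have a fitted effect of over 50% in size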
# Target sequence (O95398 whole entry, looked up): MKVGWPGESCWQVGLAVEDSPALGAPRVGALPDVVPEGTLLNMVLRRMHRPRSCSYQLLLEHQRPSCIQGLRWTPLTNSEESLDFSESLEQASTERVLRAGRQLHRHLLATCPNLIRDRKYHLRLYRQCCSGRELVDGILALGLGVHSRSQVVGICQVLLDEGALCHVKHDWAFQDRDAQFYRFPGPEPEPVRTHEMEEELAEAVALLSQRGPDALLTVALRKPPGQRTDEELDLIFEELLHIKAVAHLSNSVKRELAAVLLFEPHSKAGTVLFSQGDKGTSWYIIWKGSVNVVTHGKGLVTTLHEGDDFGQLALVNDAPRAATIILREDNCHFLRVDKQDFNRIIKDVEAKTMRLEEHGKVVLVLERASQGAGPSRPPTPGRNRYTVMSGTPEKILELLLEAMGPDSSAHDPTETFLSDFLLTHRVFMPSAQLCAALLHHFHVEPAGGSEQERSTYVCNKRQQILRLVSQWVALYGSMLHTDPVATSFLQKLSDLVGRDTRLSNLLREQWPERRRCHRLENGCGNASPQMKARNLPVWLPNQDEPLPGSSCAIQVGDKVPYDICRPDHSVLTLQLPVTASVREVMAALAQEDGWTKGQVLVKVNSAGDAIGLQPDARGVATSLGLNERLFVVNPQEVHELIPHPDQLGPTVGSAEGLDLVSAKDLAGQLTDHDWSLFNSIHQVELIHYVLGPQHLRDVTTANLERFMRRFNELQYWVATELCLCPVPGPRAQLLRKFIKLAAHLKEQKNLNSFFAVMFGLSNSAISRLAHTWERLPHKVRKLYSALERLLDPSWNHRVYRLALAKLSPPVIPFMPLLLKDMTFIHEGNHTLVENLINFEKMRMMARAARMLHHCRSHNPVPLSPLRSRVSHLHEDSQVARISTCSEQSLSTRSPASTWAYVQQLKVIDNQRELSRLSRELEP
# IL2 activator: activates IL-2 in a cell-based reporter assay. IL-2 activation reporter assay, cell-based qHTS; stimulated with anti-CD3/CD4/CD28 beads; in transgenic mouse T cells. activation, % (series mostly up to about 46 µM). actives 0.065% (n = 360,000); in the data active = activation above about 50%; inconclusive = mostly about 30% to 49%; note: 0% is about no effect
#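 Using fluorescent plate cytometry, EGFP and DsRed are detected in transgenic mouse T cells stimulated 18 h at 37 degrees C with antibody-coated beads after 60 min compound pretreatment.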
# Abeta yeast res: A-beta toxicity reversal in yeast | actives 0.063% (n = 410,000) | Potency, µM (top dose mostly 46.1 µM), inactives show at the top dose growth rescue, hits mostly activators | yeast expressing A-beta42, growth rescue, OD600, 48 h; response scale: 0% DMSO, 100% iron-clioquinol control; note: potency is the fitted concentration of half-maximal effect; nearly all actives have a fitted effect of over 55% in size
#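 Yeast growth medium received pinned compounds, then yeast cells expressing toxic A-beta were added; plates incubated at 30 C for 48 hr. Growth read as absorbance at 600 nm, normalized to DMSO and equimolar FeCl3 plus clioquinol controls.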
# PLK1 PBD inh: blocks phosphopeptide binding to human PLK1 polo-box domain; AID 720504; P53350; Plk1 PBD binding of FITC phosphopeptide, fluorescence polarization; Potency, µM, for inactives: max response, negative = inhibition, usual class: inhibitors; actives 2.8% (n = 360,000); note: potency is the fitted concentration of half-maximal effect; series mostly up to about 57 µM; % is set by controls: 0 for no effect and ±100 for the full control effect; nearly all actives have a fitted effect of over 65% in size
# EPAC1 ag: EPAC1 (human) agonism; EPAC1 agonist qHTS, biochemical assay; response scale: 100% = response to 6.5 mM cAMP; Potency, µM (highest dose often 154 µM), for the others: at the top dose activation, hits mostly activators; actives 0.073% (n = 360,000); AID 720707; note: potency is the fitted concentration of half-maximal effect; nearly all actives have a fitted effect of over 60% in size
#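 EPAC1 100 nM, Rap1B–BODIPY-GDP 250 nM, unlabeled GDP 50 uM; compound titration; 5 min RT; kinetic read ex480/em540 at 5-min intervals ×30 min; data normalized to 6.5 mM cAMP agonist control.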
# PI5P4K alpha inh: inhibitors of human PI5P4K alpha. P48426. max response, %. actives 1.2% (n = 330,000). PI5P4Kalpha enzyme, ADP-Glo luminescence, 60 min; stronger effect = lower value; active = max response of -50% or lower; inconclusive = between -30% and -50%; inactive = -30% or higher; note: value at the top dose of about 77 µM; % is set by controls: 0 for no effect and ±100 for the full control effect
#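 Reactions run in 0.038 M HEPES pH 7.4, 0.28 mM EGTA, 0.1% CHAPS and 5% DMSO, with PI5P4Kalpha, substrate, compound and 5 microM ATP final, one hour at room temperature. Readout is ADP-Glo luminescence.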
# FUS suppressor: suppressors of FUS proteinopathy in yeast; actives 0.24% (n = 390,000); Potency, µM (highest dose often 76.6 µM), for inactives: at the highest dose growth rescue (activation), most hits filed as activators; AID 1347120; S. cerevisiae FUS-expressing, growth rescue, OD600, 24 h;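 note: potency is the fitted concentration of half-maximal effect; plate controls were DMSO vehicle for no effect and reference control for full effect; nearly all actives have a fitted effect of over 55% in size; some results filed as inactive show a strong effect at the top dose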
#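 Compound concentration series was pinned onto galactose-induced FUS-expressing yeast seeded at OD 0.005. Plates sat 24hr at 30C; absorbance at 600 nm gave growth. DMSO served as background control.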
# * hit, by the source's call; ? = inconclusive; · = not tested or not shown; & = joins results of further samples; [ ] = dose if it differs, or a comment. Unless noted, calls come from the whole dose curve; as a rule, active = well fitted curve in the direction sought with a large enough effect; inconclusive = small, poorly fitted or top-dose-only effect, or another doubt; inactive = no such curve, though single readings can be large; an effect the other way counts as inactive or inconclusive.
SMILES,WRN inhibitor,EPAC1 antag,IL2 activator,Abeta yeast res,PLK1 PBD inh,EPAC1 ag,PI5P4K alpha inh,FUS suppressor
COC(=O)[C@@]12C[C@@H](CC(=O)NCCCN3CCCC3=O)C(=O)N(CCc3ccc(OC)c(OC)c3)C1=CCC(C)(C)C2,-10.8%,-16.6%,0.2,-14.6%,-21.3%,5.2%,1.7,32.2%
CCOC(=O)CSc1nnc(CSc2nc3ccccc3c(=O)[nH]2)n1-c1ccccc1,-16.0%,-13.9%,-0.5,-2.3%,-7.2%,-1.4%,2.3,-9.9%
CCOc1cc(/C=N/NC(=O)c2cccc(S(=O)(=O)N3CCCC3)c2)ccc1OCC(=O)N(C)C,-10.0%,9.7%,0.4,-8.7%,-20.4%,0.8%,-0.2,32.4%
Cc1cccc([C@@H]2[C@@H]3C(=O)N(C)C(=O)[C@@H]3[C@@H]3C(=O)Nc4ccccc4C(=O)N23)c1,-6.4%,-6.1%,-0.1,3.0%,-10.6%,4.6%,4.8,20.1%
Cc1ccccc1NC(=O)C1C2CC/C=C\CCC21 (stereo unspecified),-15.7%,12.3%,0.0,-0.6%,-0.9%,-2.1%,-1.6,·
O=C1CSC(c2ccccc2Cl)N1 (stereo unspecified),-27.5%,-0.7%,-0.3,5.7%,-9.7%,11.8%,0.5,8.4%
COc1ccccc1NC(NC(=O)c1ccco1)C(=O)c1ccccc1 (stereo unspecified),-18.3%,-1.3%,0.6,-16.7%,1.6%,-1.3%,·,45.0%
CCOc1ccc(CN(C)CC(=O)Nc2cc(OC)c([N+](=O)[O-])cc2C)cc1,-1.5%,-11.1%,0.9,12.0%,1.9%,-19.3%,6.1,8.7%
O=C(O)COc1ccccc1C=NNC(=O)c1ccccc1NS(=O)(=O)c1cccs1,-24.2%,-3.9%,1.5,8.3%,-6.9%,-7.9%,-9.4,17.6%
CCCOc1ccc(/C=C/C(=O)NCc2ccccc2)cc1,-19.3%[57.1 µM],27.2%,0.2,13.9%,-0.7%,1.4%,-4.8,3.8%
O=C(NCCC1CCCCN1S(=O)(=O)c1ccccc1)C(=O)NC1CCCC1 (stereo unspecified),-5.0%,4.9%,-4.6,23.7%,-5.8%,2.7%,-0.9,0.2%
COCCn1c(N)c(C(=O)Nc2sc3c(c2C(=O)OC)CCCC3)c2nc3ccccc3nc21,-11.0%,10.6%,2.3,19.8%,-1.6%,1.1%,-6.4,42.8%
COc1ccccc1N1CCN(S(=O)(=O)c2c(C(=O)N3CCOCC3)c(C)n(C)c2C)CC1,3.5%,11.6%,-0.9,9.1%,3.36µM*,-2.0%,-16.2,-0.2%
CC(C(=O)OCC(=O)N1CCN(c2ccccc2)CC1)N1C(=O)c2ccccc2C1=O (stereo unspecified),-2.9%,-16.7%,0.1,-10.2%,-21.8%,-2.9%,1.3,11.6%
COc1cccc(NC(=O)CN(C)C(=O)Cn2c(=O)oc3ccccc32)c1,0.3%,-15.6%,-0.8,-16.0%,-15.8%,1.9%,0.2,17.5%
Cc1ccc(CNC(=O)C23CN(Cc4ccccc4)CC2C(c2ccc([N+](=O)[O-])cc2)=NO3)o1 (stereo unspecified),-31.1%,-16.6%,-3.7,-0.5%,-16.4%,-28.6%,-9.7,43.9%
C[C@@H]1CN([C@H](C)CO)S(=O)(=O)c2ccc(C#CC3CCCCC3)cc2O[C@H]1CN(C)C(=O)Cc1ccncc1,-7.3%,-15.6%,-0.6,7.3%,8.9%,-21.4%,2.5,?
O=C(c1cccc(S(=O)(=O)Nc2cccc(C(F)(F)F)c2)c1)N1CCOCC1,-5.4%,0.0%,-0.5,-8.5%,-12.3%,6.4%,1.3,10.9%
Cc1ccc(-c2nn(-c3ccccc3)cc2C(=O)Nc2ccc(C)c(S(=O)(=O)N3CCOCC3)c2)cc1,-28.0%[57.1 µM],-14.1%,-1.8,-12.3%,-6.5%,-4.0%,1.5,?
O=S(=O)(Nc1nc2ccccc2nc1Nc1ccc(N2CCOCC2)cc1)c1cc(Cl)ccc1Cl,4.6%,-3.0%,-2.3,8.6%,11.9µM*,9.8%,-2.5,2.6%
COC(=O)c1ccc(NC(=O)Cn2nc(C(=O)Nc3ccc(C)cc3)ccc2=O)cc1,0.5%,1.2%,5.0,8.1%&-12.7%,3.6%,-8.3%,2.6,24.8%&33.4%
CCCC(C(=O)OCCN(CC)CC)(c1ccccc1)c1ccccc1,-2.2%,1.7%,-0.4,-3.1%,-4.3%,-8.8%,13.3,-22.1%
CCn1c(SCC(=O)Nc2cc(NC(C)=O)ccc2OC)nnc1-c1cccnc1,-3.0%,1.7%,1.2,16.9%,1.5%,-3.1%,·,16.6%
CN(C)c1ccc(C=Nc2cnn(C)c2C(N)=O)cc1,-10.3%,-6.9%,1.5,-2.3%,-10.1%,2.7%,-16.6,-19.0%
C=CCOC(=O)C1=C(C)OC(N)=C(C#N)C1c1c(C)nn(-c2ccccc2)c1Cl (stereo unspecified),-31.4%,?,-1.8,-8.3%[9.22 µM],-14.1%,12.6%,-1.2,-24.2%
CCCCSc1nc(CCC)cc(=O)[nH]1,4.4%,1.4%,-2.8,11.7%,-1.8%,-3.9%,-2.0,-12.3%
O=C(CN1C(=O)c2cccc3cccc1c23)Nc1cccnc1,-1.2%,8.4%,-0.2,-14.9%,29.9µM*,5.5%,-7.0,12.6%
O=C(/C=C/c1ccc(Cl)c([N+](=O)[O-])c1)NCc1cccnc1,3.4%,6.7%,-0.4,13.4%,-28.3%,-2.9%,-1.4,-7.8%
CCN(CC(=O)Nc1c(F)cccc1F)C(=O)c1ccc(N2CCOCC2)c([N+](=O)[O-])c1,9.2%,-8.8%,2.1,-8.9%,-1.0%,-3.9%,-3.5,·
CS(=O)(=O)N(CC(=O)Nc1ccccc1Sc1ccccc1)c1cccc(Br)c1,-6.2%,8.6%,-1.0,21.8%,1.7%,9.5%,16.9,19.2%
CC(=O)N1N=C(c2cccc(Cl)c2)OC1c1ccc(C(C)C)cc1 (stereo unspecified),8.6%,3.3%,1.5,15.7%,-1.3%,-2.8%,-0.4,-3.5%
c1ccc(-c2noc(CN3CCN(c4cnccn4)CC3)n2)cc1,1.2%,3.1%,-2.3,8.2%,13.4µM*,-1.1%,-4.2,-0.8%
CC(=O)OC1CCC2(C)C(=CCC3C2CCC2(C)C3CC3OC4(CCC(C)CN4)C(C)C32)C1 (stereo unspecified),-4.0%,3.9%,0.3,-7.3%,6.0%,-16.2%,-5.3,-20.8%
NC1=NC(=Nc2cccc(S(N)(=O)=O)c2)c2ccccc21,4.3%,-10.2%,-0.4,-1.4%,-0.4%,-9.7%,0.0,7.2%
Cc1ccc(NC(=O)CSc2nnc(NC(=O)C3CC3)s2)cc1,-3.2%,-2.0%,-3.1,0.6%,-1.3%,6.3%,-1.6,·
O=C(NC(Cc1ccccc1)C(=O)O)/C(=C/c1ccc([N+](=O)[O-])cc1)NC(=O)c1ccc(Br)o1 (stereo unspecified),-0.8%,-1.4%,-0.6,-10.6%,-4.1%,-7.0%,4.8,20.9%
NC(=O)c1nsc(C(=O)N(c2cccc(F)c2)C(C(=O)NC2CCCC2)c2ccc(O)cc2)c1N (stereo unspecified),4.2%,3.1%,-0.5,9.6%,-14.8%,-6.7%,-1.6,9.0%
COc1ccc(OC)c(N(CC(=O)NCCSCc2ccc(C)cc2)S(C)(=O)=O)c1,-17.4%,-16.7%,-0.8,-0.6%,-17.9%,-13.1%,1.6,16.2%
C=CCNC(=O)c1oc2ccc(S(=O)(=O)N3CCCCC3)cc2c1C,5.5%,3.3%,-2.1,2.3%,-11.4%,15.8%,1.4,7.3%
Cc1cc(S(=O)(=O)Nc2ccc(C(=O)NCC3(N(C)C)CCCCC3)cc2)ccc1F,0.6%,7.1%,-2.4,6.7%,-6.1%,-10.3%,13.8,-1.0%
CCN(CC)CCC(c1cc(OC)c(OC)c(OC)c1)c1c(OC)cc(OC)c2ccc(=O)oc12 (stereo unspecified),-9.0%,-16.3%,-0.5,1.9%,-15.4%,-15.9%,-0.8,-8.3%
C#CC1(O)CCCC2C3CCC4CC(OC(C)=O)CCC4(C)C3C(=O)CC21C (stereo unspecified),-8.1%,-29.3%,-0.9,?,-4.4%,-10.4%,16.2,21.8%
CCN(CC(=O)NCc1ccc(F)cc1)C(=O)/C=C/c1ccco1,13.9%,-0.7%,-1.5,-3.5%,-14.9%,-16.0%,0.2,-15.4%
O=C(Nc1ccc(-c2nc3ccccc3[nH]2)cc1)C1CCCO1 (stereo unspecified),-15.1%,-0.8%,0.3,-58.1%[inhibitor],-0.3%,4.2%,·,-0.7%
CC1CN(C2CCN(S(=O)(=O)c3ccc4ccccc4c3)CC2)CC(C)O1 (stereo unspecified),-6.1%,-8.1%,-1.6,1.6%,-10.0%,5.9%,-7.9,32.9%
Cc1ccc(P(=O)(O)c2ccc(C)cc2)cc1,-30.0%,-8.2%,-0.1,5.7%,-11.6%,-12.8%,1.9,?
COCCCn1c(=O)c2ccccc2n(Cc2cc(C(=O)OC)ccc2OC)c1=O,5.4%,-1.1%,-0.4,-14.9%,-4.5%,10.2%,-1.6,34.4%
CCC(=O)N/N=C(\C)CC(=O)Nc1ccc2ccccc2c1,-18.6%,-13.2%,2.0,-41.9%[inhibitor],-6.0%,0.6%,·,27.4%
COc1ccc(-c2nc3c(n2O)CCc2c-3no[n+]2[O-])cc1,3.4%,2.0%,-1.2,11.0%,?,-16.2%,-16.3,22.2%
COC(=O)c1ccc(CNC(=O)COC(=O)c2ccccc2-c2ccccc2)cc1,-11.6%,-15.9%,1.7,-9.1%,2.8%,2.0%,13.3,26.0%

# Full records from above. Screens in order: WRN inhibitor	EPAC1 antag	IL2 activator	Abeta yeast res	PLK1 PBD inh	EPAC1 ag	PI5P4K alpha inh	FUS suppressor
# CC1CN(C2CCN(S(=O)(=O)c3ccc4ccccc4c3)CC2)CC(C)O1 (stereo unspecified) in the list: -6.1%	-8.1%	-1.6	1.6%	-10.0%	5.9%	-7.9	32.9%
# C#CC1(O)CCCC2C3CCC4CC(OC(C)=O)CCC4(C)C3C(=O)CC21C (stereo unspecified) in the list: -8.1%	-29.3%	-0.9	?	-4.4%	-10.4%	16.2	21.8%
# CCC(=O)N/N=C(\C)CC(=O)Nc1ccc2ccccc2c1 in the list: -18.6%	-13.2%	2.0	-41.9%[inhibitor]	-6.0%	0.6%	·	27.4%
